HTRA1 inhibitor: HTRA1 serine protease inhibitors, primary screen, biochemical, fluorescence polarization, HTS; Q92743; recombinant HTRA1, FP-rhodamine activity-based probe; inhibition, % at 5.96 µM; 340,000 tested, 0.5% active; AID 504803, 2011; in the data active = inhibition above about 36%;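 also: 0% = enzyme with DMSO and 100% = wells lacking enzyme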
PRMT1 FP inh: PRMT1 methyltransferase inhibitors, primary screen, biochemical, fluorescence polarization. Protein arginine N-methyltransferase 1 (Homo sapiens), Q99873. recombinant PRMT1, activity-based probe fluorescence polarization. inhibition, % at 2.79 µM. 370,000 tested, 1.3% active;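 active = inhibition above about 21% made by adding two undisclosed values, limit read from the data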
Target sequence (Q99873 whole entry, looked up): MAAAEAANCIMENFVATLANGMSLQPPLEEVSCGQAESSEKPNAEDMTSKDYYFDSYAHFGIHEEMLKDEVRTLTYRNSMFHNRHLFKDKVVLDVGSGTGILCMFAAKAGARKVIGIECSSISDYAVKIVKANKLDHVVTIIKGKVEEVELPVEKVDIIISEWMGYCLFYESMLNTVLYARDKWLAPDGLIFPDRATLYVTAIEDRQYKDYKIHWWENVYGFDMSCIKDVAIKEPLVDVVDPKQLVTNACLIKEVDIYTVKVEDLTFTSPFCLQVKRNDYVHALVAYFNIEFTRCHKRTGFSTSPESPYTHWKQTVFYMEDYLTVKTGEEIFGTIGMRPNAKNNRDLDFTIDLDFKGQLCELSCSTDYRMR
NR1D1 modulator: modulators of Rev-erb alpha DNA binding, primary screen, biochemical, FITC-DNA, fluorescence polarization, uHTS; activity, % at 10 µM; 370,000 tested, 0.79% active; Nuclear receptor subfamily 1 group D member 1 (Homo sapiens), P20393; Rev-erbα–FITC-DNA binding, 90 min;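 active = activity above about 14%, limit read from the data; passing the limit was not always enough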;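 also: 0% = DMSO wells with 35 nM protein and 100% = DMSO wells with 750 nM protein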
Target sequence (P20393 whole entry, looked up): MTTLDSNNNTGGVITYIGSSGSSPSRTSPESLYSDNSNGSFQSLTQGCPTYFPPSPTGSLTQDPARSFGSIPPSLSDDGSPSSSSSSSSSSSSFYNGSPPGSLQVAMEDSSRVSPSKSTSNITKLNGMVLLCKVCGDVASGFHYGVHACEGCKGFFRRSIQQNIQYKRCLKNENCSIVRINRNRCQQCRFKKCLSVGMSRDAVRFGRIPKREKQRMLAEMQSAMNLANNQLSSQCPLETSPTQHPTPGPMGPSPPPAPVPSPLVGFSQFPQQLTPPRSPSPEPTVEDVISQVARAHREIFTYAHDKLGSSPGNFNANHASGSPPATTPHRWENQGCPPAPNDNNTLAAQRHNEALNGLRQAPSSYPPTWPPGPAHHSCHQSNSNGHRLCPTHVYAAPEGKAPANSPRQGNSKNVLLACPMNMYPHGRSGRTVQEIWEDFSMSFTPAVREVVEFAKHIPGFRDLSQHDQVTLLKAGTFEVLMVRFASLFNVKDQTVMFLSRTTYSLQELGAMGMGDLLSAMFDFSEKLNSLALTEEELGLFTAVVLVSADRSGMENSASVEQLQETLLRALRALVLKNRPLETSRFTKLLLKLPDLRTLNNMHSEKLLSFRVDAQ
SIAE inh: human SIAE inhibitors, primary screen, biochemical, fluorescence polarization, FP-Rh probe, 1536-well HTS; 370,000 tested, 0.69% active; SIAE FP-Rh probe binding; inhibition, % at 9.66 µM; AID 1053197, 2014; Sialate O-acetylesterase (Homo sapiens), Q9HAT2;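 active = inhibition above a cutoff: mean of compounds within the control limits plus 3 SD of those, cut at about 17% in these data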;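 also: 0% = plate median of compound wells and 100% = probe without SIAE protein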
PG9 binder: binders of HIV-1 gp120 antibody PG9, primary screen, biochemical, TR-FRET; HIV-1 gp120 / PG9 antibody interaction; TR-FRET gp120-PG9 antibody binding; inhibition, % at 6.7 µM; 360,000 tested, 0.43% active; AID 624416, 2012; in the data active = inhibition above about 8.5%
mABHD4 FP: ABHD4 inhibitors, primary screen, biochemical, fluorescence polarization, mouse; (Lyso)-N-acylphosphatidylethanolamine lipase (Mus musculus), Q8VD66; purified mABHD4, FP-Rh probe fluorescence polarization; inhibition, % at 8.92 µM; 370,000 tested, 0.54% active; AID 720543, 2013;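 active = inhibition exceeding the mean over every tested compound plus 3 SD, cut at about 30% in these data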;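 also: 0% = plate median of compound wells and 100% = S159A mutant with DMSO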
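Test system: mABHD4 protein; Read-out basis: % inhibition; Incubation: 45 min + 60 min at 25 °C; Repeats: single replicate; Technique: fluorescence polarization with parallel and perpendicular emission, 525/598 nm; Compound: 8.92 µM, single dose; Benchmarks: full inhibition S159A mutant plus DMSO, zero as sample-well median.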
rCAG RNA binder: binders of r(CAG) RNA repeats, primary screen, biochemical, fluorescence; 370,000 tested, 1.3% active; inhibition, % at 3 µM; r(CAG) RNA repeat, TO-PRO-1 dye displacement fluorescence; AID 651821, 2012;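 active = inhibition above the plate cutoff, the mean of all test compounds on that plate plus 3 SD, cut at about 35% in these data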;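 also: 0% = DMSO alone and 100% = 100 µM mitoxantrone as full dye displacement; higher means more dye released from RNA so lower well fluorescence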
TCR-CD3 inh: inhibitors of human TCR-CD3 interaction, primary screen, biochemical, fluorescence, TAMRA-labeled TCR probe. inhibition, % at 9.4 µM. 360,000 tested, 0.37% active; in the data active = inhibition above about 19%;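 also: recombinant mutant TCR 2C K166C tagged with TAMRA read by polarization; 0% = receptor in buffer alone and 100% = receptor with positive control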
LEDGF integ inh: blockers of LEDGF/p75-dependent integrase strand transfer – biochemical, TR-FRET, high throughput, primary screen; HIV-1 integrase (with human LEDGF/p75); TR-FRET IN-LEDGF/p75 DNA integration, Eu/Cy5; inhibition, % at 3.7 µM; 370,000 tested, 0.64% active; AID 743269, 2014;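 active = inhibition above the screen-wide mean plus 3 SD, cut at about 13% in these data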;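 also: signal is the Cy5 over europium emission ratio at 671 and 618 nm; 0% = plate median of compound wells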
TDP2 absorb: human TDP2 enzyme inhibitors, primary screen, biochemical, epi absorbance, recombinant enzyme; T5PNP hydrolysis, p-nitrophenol absorbance 415 nm; inhibition, % at 12.8 µM; 370,000 tested, 0.34% active; AID 720702, 2013;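 active = inhibition above the mean of all tested compounds plus 3 SD, set per campaign, cut at about 25% in these data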;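 also: 0% = DMSO with enzyme and 100% = buffer with substrate but no TDP2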
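Assay system: recombinant human TDP2 / Reagent: T5PNP substrate at 5 mM, a TopII-DNA adduct mimic / Measured by: epi absorbance from released p-nitrophenol / Evaluation: % inhibition relative to enzyme-containing and enzyme-free wells / Control set: enzyme-free and DMSO wells / Replicates: each compound tested once, singlicate / Schedule: enzyme reaction with compound for 2 h at 37 °C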
Numbers without * were called inactive; . = not tested or not shown. An excerpt; count on the stated rates, not on these rows.

SMILES	HTRA1 inhibitor	PRMT1 FP inh	NR1D1 modulator	SIAE inh	PG9 binder	mABHD4 FP	rCAG RNA binder	TCR-CD3 inh	LEDGF integ inh	TDP2 absorb
CC(C)CCN1CCC[C@]2(N[C@H](c3ccccc3)[C@@H]3C(=O)N(Cc4ccccc4)C(=O)[C@@H]32)C1=O	-12	-1	-2	2	-1.3	4	-2	2	1	-7
Cc1ccccc1N(C)C(=O)C1CCCN(c2ncnc3c2nc2n3CCCCC2)C1 (stereo unspecified)	1	-1	3	2	-0.7	-7	-9	-1	-2	2
C#CCNC(=O)C1=C[C@H](c2ccc(C(F)(F)F)cc2)[C@@H](CCCO)[C@H](OCC)O1	-6	1	0	3	1.7	0	-8	-5	-2	-8
CC(NC(=O)COc1ccccc1F)C1CC2CCC1C2 (stereo unspecified)	-2	-6	1	0	-4.7	4	-8	7	7	-7
CC1CN(C(=O)CCn2c(=O)oc3ccccc32)CC(C)O1 (stereo unspecified)	13	3	0	-8	1.9	-11	1	2	1	-3
CCCC(C(=O)NCCC(C)C)N(Cc1ccccc1Cl)C(=O)c1snc(C(N)=O)c1N (stereo unspecified)	-14	-2	7	-8	-0.3	-7	3	-5	3	-8
NC(N)=N/N=C/c1ccc(OS(=O)(=O)c2ccccc2)cc1	-8	-2	9	5	-2.2	-9	18	1	1	-12
Cc1ccc(S(=O)(=O)NCC2NCCc3ccccc32)cc1 (stereo unspecified)	2	0	-3	1	-1.4	3	-1	1	4	1
N#Cc1ncc(-c2ccc3c(c2)OCCOCCOCCOCCOCCO3)nc1C#N	5	0	-4	-7	1.1	1	-1	0	1	6
Cc1ccc(C(=O)Nc2nn(C)c3cccc(F)c23)cc1	.	3	7	-2	1.0	7	0	3	3	0
COc1nc(NCCc2ccc(OC)c(OC)c2)nc(Nc2ccccc2)n1	-15	-3	4	-3	1.0	2	-5	3	5	2
CC(=O)Nc1ccc(N(C(=O)c2ccco2)C(C(=O)NC2CCCC2)c2ccncc2)cc1 (stereo unspecified)	18	-5	3	3	-1.9	-1	0	6	-5	-11
N=c1c2c3c(sc2ncn1Cc1ccccc1)CCCC3	4	-1	-1	-9	-1.7	-5	7	2	2	2
O=C(c1cn(Cc2ccccc2)nc1-c1ccccc1)N1CCN(c2ccccn2)CC1	-4	0	-5	-2	0.0	-5	-3	8	3	-7
ClC1(Cl)CC1Cn1cnc2ccccc21 (stereo unspecified)	0	-8	2	4	1.3	-10	0	5	6	-11
COc1cc(NS(=O)(=O)c2ccc(NC(=S)NC(=O)c3ccc(Br)cc3)cc2)ncn1	6	-3	-2	-5	-0.9	7	2	6	0	4
Cc1csc(SCCn2c(Br)nc3c2c(=O)[nH]c(=O)n3C)n1	-6	-2	0	0	-0.3	4	0	6	3	5
CCC[C@H]1CC(=O)C=C(c2ccsc2)ON1C(=O)OC(C)(C)C	-13	3	-5	4	-1.9	-6	4	-1	2	5
c1ccc2c(Nc3ccc4c(c3)OCCO4)c3c(nc2c1)CCC3	-4	0	-2	1	-3.0	4	8	-6	2	-2
Cc1ccc(SCC(=O)Nc2ccc(N3CCOCC3)cc2)cc1C	4	-5	5	-2	-1.2	5	-2	3	1	-14
COc1ccc(C(=O)NCCC2=CCCCC2)cc1S(=O)(=O)N1CCOCC1	3	-1	-1	0	-4.4	-3	-3	-4	2	-5
CCCCCCCN1C(Nc2ccccc2)=NC[C@@H]1Cc1ccccc1	-7	-1	-3	1	1.1	8	3	2	5	-5
Cc1nnc(SC(=O)N2c3ccccc3Sc3ccccc32)s1	-27	0	4	1	3.7	-12	-3	2	-4	4
Cc1cc(C)n(CC(=O)N/N=C/c2cccs2)n1	3	0	0	3	-0.8	-1	-2	2	0	-6
CN(C)S(=O)(=O)N1CCC(n2nccc2NC(=O)CCc2ccccc2)CC1	-3	-4	-7	2	0.5	-2	-2	2	4	-10
SMILES	HTRA1 inhibitor	PRMT1 FP inh	NR1D1 modulator	SIAE inh	PG9 binder	mABHD4 FP	rCAG RNA binder	TCR-CD3 inh	LEDGF integ inh	TDP2 absorb
Cc1[nH]c(C)c(S(=O)(=O)NCc2ccc(Cl)cc2)c1C(=O)N1CCCC1	2	-1	5	8	-1.9	-2	2	7	1	0
COc1cccc(NC(=O)c2ccc(C(=O)c3ccccc3)o2)c1	-16	-1	-3	-7	-0.3	-4	-5	5	-2	-10
Cc1cccc(NC(=O)CN(CC2CCCO2)C(=O)c2oc3ccccc3c2C)c1C (stereo unspecified)	-5	-5	5	-6	-0.7	-4	3	8	0	-1
O=c1cc[nH]c2ccc([N+](=O)[O-])cc12	-4	-3	-2	-10	-0.1	-12	-1	3	6	-5
CC1(c2cc([N+](=O)[O-])cc([N+](=O)[O-])c2)CC(C)(C)N(C(=O)c2ccccc2)c2ccccc21 (stereo unspecified)	-2	-1	-2	-9	-5.8	1	6	-3	-2	-10
CCOC(=O)c1c(NC(=S)N2CCN(C)CC2)sc2c1CCN(C(=O)OCC)C2	0	6	-2	1	-1.3	-1	3	-5	8	-18
Cc1cc(-c2nnc(CCC(=O)NC(C)c3ccccc3Cl)o2)no1 (stereo unspecified)	-2	-1	1	-3	0.9	1	-1	-6	-5	3
COc1ccccc1NC(=O)Cc1noc(CN(C)Cc2cccs2)n1	-4	1	0	-2	0.3	-4	-1	2	0	1
COc1ccccc1N1CCN(C(=O)c2cc(N3C(=O)C4C5CCC(C5)C4C3=O)ccc2Cl)CC1 (stereo unspecified)	1	2	4	9	-1.5	-6	-5	4	6	-4
CC(=O)Nc1ccc(S(=O)(=O)N2CCSCC2)cc1	2	0	2	-1	0.4	3	-1	-5	-3	-5
Cc1ccc(O)c(C(=O)CC(=O)c2ccc(Cl)cc2)c1	7	5	-4	-1	-2.4	0	9	-4	-2	8
COc1cc2ccccc2cc1C(=O)Nc1ccccc1N1CCN(S(C)(=O)=O)CC1	-51	-2	5	-18	-1.0	-20	4	6	-2	1
CCc1ccc(-c2nc(CSCC(=O)NCc3ccco3)c(C)o2)cc1	0	7	2	-8	-3.0	-3	-8	3	-1	-5
CCN1C(=NCc2ccco2)N[C@@H](c2cccc(C(F)(F)F)c2)C(C(=O)OC)=C1C	14	8	-1	5	1.8	9	2	-1	3	-5
Cc1ccccc1NC(=O)c1nn(-c2ccc(F)c(F)c2)ccc1=O	-2	-7	-4	0	0.2	-10	-2	4	5	-22
CCCNC(=O)C1Cc2cc(S(=O)(=O)N3CCCC3)ccc2N1C(C)=O (stereo unspecified)	5	7	-3	-2	-0.3	-2	0	-4	-2	-3
Cc1cc(=O)n2nc(N3CCCC(C(=O)NCc4cccc(Br)c4)C3)sc2n1 (stereo unspecified)	0	-2	-4	-4	-0.5	-8	-3	4	5	2
O=C(CSc1nc2cc(Cl)ccc2o1)NC1CC1	-4	2	3	7	0.3	3	1	-1	-2	9
O=C(C1CCN(S(=O)(=O)c2ccc(F)cc2)CC1)N1CCOCC1	-10	-2	-2	3	0.7	0	-1	-3	-4	5
O=C(Nc1ccc(CN2CCOCC2)cc1)c1cc2ccccc2o1	-4	-2	0	1	-2.0	-1	-6	8	1	-2
Cc1cc(NCc2cccnc2)nc(N)n1	2	1	3	12	-3.0	-1	5	-3	0	13
O=C(NCc1ccc(Cl)cc1)c1cccc(S(=O)(=O)N2CCCC2)c1	-2	3	-4	-2	-2.3	-9	2	-4	-1	5
N=c1oc2ccccc2cc1C(=O)Nc1cccc(F)c1	-2	6	0	-4	-0.8	3	0	2	-4	8
CN1C(=O)S/C(=C/c2cccnc2)C1=O	5	-2	2	2	0.7	-3	2	5	-2	-11
Cc1cccc(C(=O)NN(C)c2nc(-c3ccccc3)nnc2C(F)(F)F)c1	6	0	-5	-3	0.4	2	2	-1	0	-4
SMILES	HTRA1 inhibitor	PRMT1 FP inh	NR1D1 modulator	SIAE inh	PG9 binder	mABHD4 FP	rCAG RNA binder	TCR-CD3 inh	LEDGF integ inh	TDP2 absorb
COC(=O)CCC(=O)Nc1ccc(S(=O)(=O)Nc2nc(C)cc(C)n2)cc1	11	2	-1	7	-1.4	3	1	5	-5	4
COc1ccc(-c2noc3c2-c2nc(-c4cccc(C)c4)sc2CC3)cc1	-5	-4	1	-4	-0.9	3	2	8	-1	-3
Oc1ccc(N=Cc2ccc(OCc3ccccc3)cc2)cc1	63*	36*	6	45*	-13	68*	15	32*	34*	23
COc1ccc(NS(=O)(=O)c2ccc3c(c2)NC(=O)CC(=O)N3)cc1OC	5	-1	-9	6	-3.0	1	0	4	2	-8
Cc1ccc(SCC(=O)n2nc(C)cc2C)cc1	10	4	0	6	-1.5	10	8	-3	1	4
N#Cc1ccc(CSc2nnc(Nc3ccccc3)s2)cc1	-5	-3	-3	4	-0.2	-1	-3	5	-2	1
O=C(Nc1ccccc1)c1nc[nH]c1C(=O)NCc1ccccc1	-40	1	-4	3	-1.7	-21	4	-5	1	-7
Cc1cccc(N2CCN(Cc3cc(=O)n4ccsc4n3)CC2)c1C	8	-2	0	1	-0.1	-9	0	-2	1	5
CCOc1ccccc1CNc1nc2nc3c(c(=O)n2[nH]1)CCC3	3	-3	-4	6	-0.2	1	2	-1	-2	-3
O=C(NCc1ccc(F)c(F)c1)C1CCCN(c2nc3ccccc3o2)C1 (stereo unspecified)	.	16	-1	-2	.	-5	0	.	0	-14
COc1cc(Cc2ccc(N)c(OC)c2)ccc1N	4	1	-5	2	-4.9	12	2	4	-1	-8
CCCC(=O)Nc1ccc(Cl)c(NC(=O)c2ccc([N+](=O)[O-])cc2Cl)c1	6	-1	9	4	0.0	-3	0	1	4	-12
CCCS(=O)(=O)NC(=O)C1(C)CCCN(C(=O)c2ccccc2C(F)(F)F)C1 (stereo unspecified)	.	0	0	2	2.1	4	4	-6	1	-4
CC1(C(=O)NS(=O)(=O)c2ccc(C#N)cc2)CCN1C(=O)C1(c2ccc(Cl)cc2)CC1 (stereo unspecified)	.	-6	-4	0	0.4	4	17	7	4	5
COc1ccc(C(=O)Nc2cc(OC)cc3cccnc23)cc1	-41	12	-9	-9	-0.4	-6	4	7	1	0
COc1cccc2sc(Nc3nc(-c4ccncc4)cs3)nc12	-8	-7	-11	5	-2.5	9	38*	0	7	-11

Screens (PubChem BioAssay)
